Bioassay records as filed in PubChem.
PKM2 activator – increases activity of human pyruvate kinase M2. P14618. purified PKM2, Kinase-Glo ATP luminescence, activation; response scale: 0% is enzyme alone, no compound. Potency, µM (top dose mostly 57.5 µM), without a hit: at the highest dose activation, usual class: activators. actives 0.34% (n = 260,000). AID 1631; note: potency is the fitted concentration of half-maximal effect; % is set by controls: 0 for no effect and ±100 for the full control effect; nearly all actives have a fitted effect of over 55% in size
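Kinase-Glo luminescence reports ATP generated from ADP (0.1 mM) and PEP (0.5 mM) by purified hPK-M2 after 1 h at room temperature, pH 7.2 imidazole buffer; intermediate enzyme activity allows detecting inhibitors and activators.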
RORg inh – ROR gamma (mouse) transcription inhibition. P51450. Drosophila S2 Gal4-RORgamma UAS-luciferase reporter, 20 h. Potency, µM (highest dose often 53.6 µM), inactives show at the highest dose activity change, negative = inhibition, hits mostly inhibitors. actives 5.4% (n = 310,000); note: potency is the fitted concentration of half-maximal effect; % is set by controls: 0 for no effect and ±100 for the full control effect; nearly all actives have a fitted effect of over 60% in size
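Compounds are pin-transferred onto Drosophila Schneider cells expressing a copper-inducible Gal4–ROR gamma transactivation domain fusion. After 1 hr, copper sulfate is added to 700 uM final; luciferase is read 20 hr later.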
NPC1 prom act – activates the NPC1 promoter; Huh7 NPC1 promoter luciferase reporter, 24 h; Potency, µM (doses to about 9.22 µM), for the others: top-dose activation, usual class: activators; actives 2.4% (n = 320,000);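 note: potency is the fitted concentration of half-maximal effect; % of control where 0% means no effect; nearly all actives have a fitted effect of over 60% in size; reporter is driven by a mutant NPC1 promoter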
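Stably transfected Huh7 (NPC1 promoter→luciferase), 1500 cells/well in Opti-MEM + 10% FBS, 2 h settle, then compound 24 h at 37 °C. Luminescence after 10 min with Amplite reagent.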
KCNH2 3.1 block – KCNH2 3.1 (human) potassium channel inhibition; U2OS KCNH2 3.1, thallium flux FluxOr; stronger effect = lower value; activity change, % (tested at about 1.8 µM); actives 0.95% (n = 340,000); AID 720553;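 active = maximum activity change below -70%; inconclusive = maximum activity change from -70% to -50%; inactive = maximum activity change above -50%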;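 note: thallium influx rate constant from kinetic fluorescence after stimulation buffer; % is set by controls: 0 for no effect and ±100 for the full control effect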
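We transduce U2OS cells with the mutant 3.1 virus, culture them overnight, load FluxOr with Red40 quencher for 45 min, then add stimulation buffer and read kinetically for 2 min to derive a normalized rate constant.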
FLuc counter – firefly luciferase modulation, counter-screen for miR-21 project. Potency, µM (doses to about 57.5 µM), without a hit: at the highest dose activity change, negative = inhibition, usual class: inhibitors. P08659. actives 6.9% (n = 360,000). purified FLuc, Km substrates, luminescence inhibition;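 note: potency is the fitted concentration of half-maximal effect; plate controls were vehicle for no effect and reference inhibitor for full effect; nearly all actives have a fitted effect of over 55% in size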
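Purified P. pyralis luciferase (10nM final) with 10uM D-luciferin and 10uM ATP (Km levels) in 50mM Tris acetate pH 7.5, 10mM Mg acetate, 0.01% Tween-20, 0.05% BSA; qHTS 6-point titration, ~60 µM downward; luminescence read.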
Menin MLL FP TR – menin-MLL binding inhibition, Texas Red mutant peptide | Menin + Texas Red MLL mutant peptide, fluorescence polarization | AID 1768 | O00255 | Potency, µM (doses to about 61.6 µM), for the others: at the highest dose FP activity change, negative = inhibition, most hits filed as inhibitors | actives 0.23% (n = 270,000); active = well fitted inhibition curve with a large enough effect in the polarisation, with a control signal flat, not every such curve was filed as active; inconclusive = small, poorly fitted or top-dose-only effect, or effect the other way, or a change in a side signal; inactive = no such curve, though single readings can be large or run the other way; the % refers to the polarisation; note: potency is the fitted concentration of half-maximal effect; % of control where 0% means no effect; many of its hits are not listed in these tables
Target sequence (O00255 whole entry, looked up): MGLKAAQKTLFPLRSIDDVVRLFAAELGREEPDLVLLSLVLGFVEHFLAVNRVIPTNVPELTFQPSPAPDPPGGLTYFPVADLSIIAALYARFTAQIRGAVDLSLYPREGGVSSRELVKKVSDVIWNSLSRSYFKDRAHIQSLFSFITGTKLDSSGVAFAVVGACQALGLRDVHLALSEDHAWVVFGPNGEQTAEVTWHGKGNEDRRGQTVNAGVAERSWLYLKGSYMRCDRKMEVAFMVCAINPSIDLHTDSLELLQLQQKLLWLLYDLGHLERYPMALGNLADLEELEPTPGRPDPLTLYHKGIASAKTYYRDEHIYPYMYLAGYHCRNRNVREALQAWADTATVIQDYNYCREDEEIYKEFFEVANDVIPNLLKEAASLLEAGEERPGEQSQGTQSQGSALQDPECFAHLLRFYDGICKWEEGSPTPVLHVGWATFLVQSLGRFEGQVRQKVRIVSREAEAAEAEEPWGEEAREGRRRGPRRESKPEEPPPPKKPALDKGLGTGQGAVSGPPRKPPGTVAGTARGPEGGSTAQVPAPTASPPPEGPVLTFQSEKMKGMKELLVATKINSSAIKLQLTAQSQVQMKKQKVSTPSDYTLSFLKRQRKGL
VP16 counter – inhibits Gal4-VP16 luciferase reporter, ROR gamma counter-screen; actives 3.5% (n = 310,000); Potency, µM (series often up to 53.6 µM), for the others: top-dose activity, negative = inhibition, most hits filed as inhibitors; AID 2546; Drosophila S2 Gal4-VP16 UAS-luciferase, luminescence, 20 h;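 note: Gal4-VP16 expression switched on by copper sulfate through the metallothionein promoter; potency is the fitted concentration of half-maximal effect; % is set by controls: 0 for no effect and ±100 for the full control effect; nearly all actives have a fitted effect of over 50% in size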
ELG1 DNA repair – ELG1-dependent DNA repair inhibition; HEK293T ELG1-luciferase reporter, luminescence, 16 h; DNA damage induced by 5-fluorouridine; Potency, µM (series often up to 46.1 µM), inactives show top-dose activity change, negative = inhibition, most hits filed as inhibitors; actives 2.3% (n = 330,000); AID 504467; note: potency is the fitted concentration of half-maximal effect; % is set by controls: 0 for no effect and ±100 for the full control effect; nearly all actives have a fitted effect of over 55% in size
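DMSO vehicle served as the neutral condition. Each well held 2,000 cells given 5-fluorouridine plus compound; after 16 hr at 37 °C/5% CO2, ONE-Glo was added and luciferase measured 30 min later.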
Mito fusion act – inhibitors of mitochondrial division or activators of mitochondrial fusion | S. cerevisiae fusion-defective mutant growth rescue, CellTiterGlo 48 h | Potency, µM (titrated, usually from 46.1 µM), for the others: at the highest dose growth rescue (activation), usual class: activators | actives 0.23% (n = 320,000);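 note: potency is the fitted concentration of half-maximal effect; % of control where 0% means no effect; nearly all actives have a fitted effect of over 45% in size; temperature-sensitive fusion mutants such as fzo1-1 at 37 °C on non-fermentable ethanol glycerol medium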
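Yeast fusion mutant, YPEG (non-fermentable carbon), compound, 48 h at 37C non-permissive; CellTiterGlo added, 10 min RT, luminescence read. Rescued growth = division inhibition.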
Rab9 prom act – activators of Rab9 promoter; Huh7 Rab9 promoter-luciferase reporter, luminescence, 24 h; Potency, µM (titrated, usually from 9.22 µM), inactives show top-dose activation, negative = inhibition, usual class: activators; actives 2.8% (n = 320,000); AID 485297; note: potency is the fitted concentration of half-maximal effect; % of control where 0% means no effect; nearly all actives have a fitted effect of over 60% in size
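Using Huh7 cells stably transfected with Rab9 promoter–luciferase, compounds were incubated 24 h at 37 °C, 5% CO2; luciferase luminescence was read 10 min after reagent addition.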
MBNL1 CUG block – inhibitors of human MBNL1 binding to CUG repeat RNA; actives 0.036% (n = 280,000); Q9NR56; TR-FRET MBNL1-His/biotin-(CUG)12 binding, 665/545 ratio; Potency, µM (series often up to 57.5 µM), for inactives: top-dose activity change, negative = inhibition, usual class: inhibitors; active = well fitted inhibition curve with a large enough effect in the signal ratio, with a control signal flat, not every such curve was filed as active; inconclusive = small, poorly fitted or top-dose-only effect, or effect the other way, or a change in a side signal; inactive = no such curve, though single readings can be large or run the other way; the % refers to the signal ratio; note: potency is the fitted concentration of half-maximal effect; % is set by controls: 0 for no effect and ±100 for the full control effect
Target sequence (Q9NR56 whole entry, looked up): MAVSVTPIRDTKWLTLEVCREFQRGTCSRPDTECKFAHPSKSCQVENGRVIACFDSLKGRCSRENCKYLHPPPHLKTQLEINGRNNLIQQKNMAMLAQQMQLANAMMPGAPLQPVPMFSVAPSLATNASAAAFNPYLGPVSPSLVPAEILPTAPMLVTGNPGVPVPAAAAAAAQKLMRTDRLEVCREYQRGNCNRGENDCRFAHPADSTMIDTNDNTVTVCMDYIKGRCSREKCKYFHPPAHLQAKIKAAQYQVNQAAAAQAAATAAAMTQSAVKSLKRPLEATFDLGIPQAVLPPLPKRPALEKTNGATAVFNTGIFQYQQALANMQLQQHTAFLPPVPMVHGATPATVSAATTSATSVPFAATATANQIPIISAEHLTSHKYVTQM
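TR-FRET between His-tagged MBNL1 and biotin-(CUG)12 RNA, detected with Tb anti-His antibody (0.055 ng/ul) and streptavidin-XL665 (5 nM), 60 min at room temperature. Compounds titrated 92 nM to 58 uM; 665/545 nm ratio normalized to buffer and complex controls.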
Numbers without * were called inactive; ? = inconclusive; nt = no result given; [ ] = dose if it differs, or a comment. Unless noted, calls come from the whole dose curve; as a rule, active = well fitted curve in the direction sought with a large enough effect; inconclusive = small, poorly fitted or top-dose-only effect, or another doubt; inactive = no such curve, though single readings can be large; an effect the other way counts as inactive or inconclusive. A portion of the library. The share of hits here may be higher or lower than overall.

(1) O=C1CCCc2nc(N3CCc4ccccc43)ncc21
(2) Cc1c(C(=O)N2CCNCC2)oc2ccccc12
(3) Cc1ccc(CNC(=O)C(Cc2ccccc2)NS(=O)(=O)c2cccs2)cc1 (centres undefined)
(4) CCOC(=O)c1nc(-c2ccc3c(c2)OCO3)[nH]c1C
(5) Cc1ccc2nc(SCC(=O)N(CC(C)C)c3c(N)n(CC(C)C)c(=O)[nH]c3=O)[nH]c2c1
(6) COc1ccc(N(CC(=O)Nc2ccc(OC)c(Cl)c2)S(=O)(=O)c2c(C)noc2C)cc1
(7) Cc1cccc(CCNC(=O)C2CCN(S(=O)(=O)c3ccccc3)CC2)c1
(8) COc1ccc(OC)c(NC(=O)COC(=O)c2n[nH]c3ccccc23)c1

assay / compound	1	2	3	4	5	6	7	8
PKM2 activator	-16%	nt	10%	2%	-8%	0%	0%	nt
RORg inh	?	21%	-7%	?	20%	?	5%	nt
NPC1 prom act	3.2µM*	1%	2%	13%	1%	-1%	2%	1%
KCNH2 3.1 block	-9	7	-4	6	-3	-3	-8	3
FLuc counter	2.7µM*	-1%	-2%	15µM*	-5%	2%	0%	-6%
Menin MLL FP TR	0%	3%	-3%	-2%	nt	54%[activator]	0%	nt
VP16 counter	-6%	-5%	-3%	1%	-3%	?	-2%	nt
ELG1 DNA repair	?	13%	4%	?	2%	?	-10%	?
Mito fusion act	3%	5%	2%	1%	0%	4%	9%	6%
Rab9 prom act	1.6µM*	0%	-5%	21%	-7%	0%	-5%	0%
MBNL1 CUG block	-5%	-4%	-6%	0%	-8%	-4%	-2%	nt

(9) CC(NCC(=O)Nc1ccccc1C(=O)NC1CC1)c1cccc(Cl)c1 (centres undefined)
(10) S=c1nc(NCc2cccc(Cl)c2)c2ccccc2[nH]1
(11) COc1ccc(CC(=O)NCC(=O)NC(Cc2ccccc2)C(=O)O)cc1 (centres undefined)
(12) CC1(C)OC(=O)N(Cc2ccco2)C1(C)O (centres undefined)
(13) CCN1CCCC1CNc1ncnc2c1[nH]c1ccc(Cl)cc12 (centres undefined)
(14) COc1cc(C(=O)N2CCN(C3CCC(C)CC3)CC2)cc(OC)c1OC (centres undefined)
(15) COC(=O)c1ccc(NS(=O)(=O)c2ccc(Cl)cc2)o1
(16) COCCCNC(=O)c1ccc(Cn2c(=O)c3ccccc3n(CC(=O)NCc3ccco3)c2=O)cc1

assay / compound	9	10	11	12	13	14	15	16
PKM2 activator	nt	nt	nt	-4%	3%	0%	2%	3%
RORg inh	nt	4µM*	2%	-25%	?	-8%	2%	-2%
NPC1 prom act	1%	-6%	-3%	-3%	0%	4%	-3%	1%
KCNH2 3.1 block	-12	7	3	6	-110*	12	13	3
FLuc counter	3%	8%	-3%	0%	?	0%	?	-3%
Menin MLL FP TR	nt	-15%	0%	-18%	0%	-18%	4%	-13%
VP16 counter	nt	8.9µM*	4%	-4%	-9%	-7%	-1%	22%
ELG1 DNA repair	-15%	2%	-1%	13%	9%	4%	-6%	?
Mito fusion act	6%	-2%	9%	-1%	-4%	3%	-7%	7%
Rab9 prom act	-7%	-4%	-9%	1%	3%	2%	-6%	-5%
MBNL1 CUG block	nt	8%	7%	-2%	-14%	?	-14%	-2%

(17) O=C(COC(=O)Cc1ccc(Br)cc1)NC1CCCCC1
(18) NC(=O)c1nc(C(=O)N2CCN(c3ccccc3)CC2)c2ccccc2n1
(19) O=C(OCC#CCSc1nc2ccccc2o1)c1cc2ccccc2o1
(20) CC(=O)NC(NC(C)=O)c1cccc(OCc2ccccc2)c1
(21) Cc1cccn2cc(-c3cccc(S(=O)(=O)N4CCOCC4)c3)nc12
(22) O=C(COc1ccccc1)N(Cc1cc2ccccc2[nH]c1=O)CC1CCCO1 (centres undefined)
(23) COc1ccc(-n2c(COc3ccc(C)cc3)n[nH]c2=S)cc1
(24) CCC(C)[C@H](NC(=O)OC(C)(C)C)C(=O)N/N=C/c1ccc2nccnc2c1 (some centres undefined)

assay / compound	17	18	19	20	21	22	23	24
PKM2 activator	1%	nt	-3%	-3%	-2%	2%	2%	-3%
RORg inh	-10%	nt	8%	-2%	-16%	?	5.6µM*	14%
NPC1 prom act	-5%	-5%	1%	1%	-1%	1%	1%	-2%
KCNH2 3.1 block	-2	nt	-2	3	0	-6	2	6
FLuc counter	-2%	-1%	14%	2%	?	6%	-2%	3%
Menin MLL FP TR	-1%	nt	6%	7%	nt	-2%	-5%	4%
VP16 counter	3%	nt	-7%	-13%	-7%	-8%	7.1µM*	11%
ELG1 DNA repair	-10%	-1%	?	-1%	-10%	0%	14%	-13%
Mito fusion act	-4%	-12%	0%	-3%	0%	8%	-11%	3%
Rab9 prom act	-4%	-11%	-1%	-1%	3%	-1%	-12%	-1%
MBNL1 CUG block	-10%	nt	-4%	-5%	3%	7%	-14%	29%

(25) COc1ccc(N2CCN(c3nc(C)c(C)c(=O)[nH]3)CC2)cc1
(26) CC(CCCCCCCCC(=O)O)N(CCO)C(=O)OC(C)(C)C (centres undefined)
(27) COc1ccccc1C(CNc1nc(C(F)(F)F)nc2ccccc12)N(C)C (centres undefined)
(28) Cc1cccc(NS(=O)(=O)c2ccc(C(C)(C)C)cc2)n1
(29) CN(Cc1ccccc1NC(=O)c1ccc(S(=O)(=O)N(C)C)cc1)C1CCCCC1
(30) CN(C)S(=O)(=O)c1cccc(NC(=S)N2CCc3ccccc32)c1
(31) O=C(CCNC(=O)Cn1cnc2ccccc2c1=O)NCCC1=CCCCC1
(32) O=C(O)c1ccc(COCC(F)(F)F)cc1

assay / compound	25	26	27	28	29	30	31	32
PKM2 activator	-4%	nt	-1%	-3%	2%	-11%	-7%	-12%
RORg inh	-3%	nt	27%	22%	0%	14µM*	16%	2%
NPC1 prom act	-6%	-1%	-4%	2%	-1%	-5%	2%	-3%
KCNH2 3.1 block	11	-9	-11	12	nt	1	0	0
FLuc counter	1%	1%	1%	-5%	6%	-18%	1%	1%
Menin MLL FP TR	-2%	nt	-15%	-13%	-5%	14%	17%	8%
VP16 counter	5%	nt	-12%	?	4%	?	2%	-7%
ELG1 DNA repair	7%	16%	4%	-12%	-5%	?	6%	-1%
Mito fusion act	0%	-19%	-12%	-1%	7%	-5%	-3%	-4%
Rab9 prom act	-5%	0%	3%	0%	-2%	15%	3%	-2%
MBNL1 CUG block	-1%	nt	1%	-6%	-4%	1%	2%	-4%

(33) COc1ccccc1NNC(=O)c1cccnc1Oc1ccccc1
(34) CC(C)Cc1nc2ccccc2[nH]1
(35) Cc1ccc2ccc(C)[n+](CCCS(=O)(=O)[O-])c2c1
(36) Cc1cc(Cl)ccc1Oc1nc(-c2ccc(F)cc2)ccc1C#N
(37) CCN1CCN(C(=S)NCC(C)C)CC1
(38) CCOc1ccc(CN(C)C(=O)[C@H](Cc2ccccc2)NC(=O)OCc2ccccc2)cc1OC

assay / compound	33	34	35	36	37	38
PKM2 activator	18%	3%	-5%	7%	0%	-6%
RORg inh	?	25%	0%	22%	-8%	?
NPC1 prom act	-5%	-6%	-10%	-5%	1%	-2%
KCNH2 3.1 block	5	5	11	-24	1	7
FLuc counter	3%	3%	5%	0%	5%	-2%
Menin MLL FP TR	nt	nt	-1%	?	2%	?
VP16 counter	4%	0%	2%	-7%	-8%	4%
ELG1 DNA repair	9%	-2%	11%	?	9%	?
Mito fusion act	-18%	-3%	0%	-1%	-1%	11%
Rab9 prom act	9%	-1%	-3%	-4%	-2%	-1%
MBNL1 CUG block	nt	-2%	7%	-20%	nt	0%

Limited to Mito fusion act (3 entries from above):
cpd | SMILES | Mito fusion act
33 | COc1ccccc1NNC(=O)c1cccnc1Oc1ccccc1 | -18%
34 | CC(C)Cc1nc2ccccc2[nH]1 | -3%
35 | Cc1ccc2ccc(C)[n+](CCCS(=O)(=O)[O-])c2c1 | 0%
